# Screening results (PubChem BioAssay)
# RPL19A-GFP yeast – RPL19A-GFP expression modulators in yeast, primary screen, cell-based, S. cerevisiae, multiplex flow cytometry, MLPCN. S. cerevisiae RPL19A-GFP strain, 3 h; stronger effect = lower value. percent response vs DMSO, % at 10 µM. 0.3% of 330,000 active. AID 2025, 2009;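 active means percent response vs DMSO below 50%; inconclusive means fewer than 70 events counted for the yeast strain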;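 further: median channel GFP fluorescence of the barcoded RPL19A-GFP strain; ratio of sample median GFP to plate DMSO average so 100% = DMSO; lower means less RPL19A-GFP as with rapamycin TOR inhibition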
# LAP4 TOR yeast – modulators of LAP4-GFP expression in yeast, primary screen, S. cerevisiae, multiplex flow cytometry, MLPCN library; 3 h; median GFP as percent of DMSO wells; GFP response vs DMSO, % at 10 µM; 0.34% of 320,000 active;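 active means GFP response vs DMSO above a set limit, about the screen mean plus 3 SD, cut at about 150% in these data; inconclusive means under 70 cell events counted for the yeast strain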
# EBNA-1 inhibitor – EBNA-1 DNA-binding inhibitors, primary screen, biochemical, fluorescence polarization; AID 1950, 2009; 0.34% of 300,000 active; inhibition, % at 14.8 µM; in the data active means inhibition above about 28%
# procasp3 activ – activators of human procaspase-3 D3A mutant, primary screen, biochemical, absorbance, PC-3 D3A mutant, single concentration | 0.11% of 330,000 active | AID 463141, 2010 | activation, % at 8.5 µM | recombinant procaspase-3 D3A, Ac-DEVD-pNA absorbance 405 nm | Caspase-3 (Homo sapiens), P42574;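 active means activation above the mean of all tested compounds plus 3 SD, cut at about 21% in these data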;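 further: 0% = DMSO alone and 100% = DMSO wells spiked with extra 5 µM PC-3 D3A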
#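 Test system: Procaspase-3 D3A mutant, all three cleavage aspartates alanine | Dosing: Single dose, 8.5 µM nominal compound, 0.8% DMSO | Schedule: 1 h preincubation, 2 h reaction | Technique: 405 nm absorbance of p-nitroaniline, reads at 0 and 120 min | Repeats: One well per compound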
# AHR activator – AHR activators, primary screen, cell-based, luminescence, luciferase reporter, human; Aryl hydrocarbon receptor (Homo sapiens), P35869; AHR-responsive luciferase reporter cells; activation, % at 5 µM; 2.5% of 320,000 active; AID 2796, 2010; in the data active means activation above about 47%;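 further: 0% = vehicle wells and 100% = reference agonist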
# ZTA counter – counter-screen for EBNA-1 inhibitors: inhibitors of Epstein-Barr virus ZTA | ZTA-DNA binding, fluorescence polarization | AID 2234 | P03206 | 0.15% of 320,000 active | inhibition, % at 11 µM; in the data active means inhibition above about 33%
# MEP2-GFP yeast – modulators of MEP2-GFP levels in yeast, primary screen, S. cerevisiae, multiplex flow cytometry, MLPCN library. S. cerevisiae MEP2-GFP strain, 3 h; 100% = DMSO control level. GFP response vs DMSO, % at 10 µM. 0.51% of 330,000 active;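 active means GFP response versus DMSO above a set limit, roughly screen mean plus 3 SD, cut at about 180% in these data; inconclusive means fewer than 70 cells counted for a yeast strain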;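 further: median GFP fluorescence of the barcode-gated MEP2-GFP cells per well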
# procasp7 counter – procaspase-7 activators, primary screen, counter-screen for procaspase-3 activator project, biochemical, absorbance, HTS, human; activation, % at 8.5 µM; recombinant procaspase-7, Ac-DEVD-pNA absorbance 405 nm; D23A/D198A/D206A triple mutant, cannot self-cleave; scale: DMSO 0, 5 µM enzyme 100; AID 463210, 2010; 0.093% of 330,000 active; Caspase-7 (Homo sapiens), P55210;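 active means percent activation above the screen-wide mean plus 3 SD, cut at about 25% in these data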
#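 buffer or medium = Zinc-free HEPES/NaCl buffer, pH 7.4 | material = Procaspase-7 triple mutant (PC-7 D3A) | input = 2 µM procaspase-7 mutant as dispensed | signal = Epi-absorbance of released pNA at 405 nm, two timepoints | timing = 1 h preincubation, 2 h reaction | replicates = singlicate compound testing | evaluation = % activation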
# * marks the source's active call; other numbers are inactive results; ? = inconclusive; nt = no result given; [ ] = dose if it differs, or a comment. Rows are unselected. Share with any hit: about 3.8%.
SMILES,RPL19A-GFP yeast,LAP4 TOR yeast,EBNA-1 inhibitor,procasp3 activ,AHR activator,ZTA counter,MEP2-GFP yeast,procasp7 counter
O=C(COC(=O)c1cc[n+]([O-])cc1)Nc1cc([N+](=O)[O-])ccc1Cl,98,104,-11,-1,11,-10,103,-6
O=c1[nH]c2ccc(Br)cc2c(-c2ccccc2)c1CN1CCOCC1,102,102,6,2,3,14,106,7
Cc1ccc(S(=O)(=O)N2CC3(C)CN(S(=O)(=O)c4ccc(C)cc4)CC(C)(C2)C3)cc1,92,100,10,4,-2,4,99,-4
C(=N\Nc1nc2ccccc2[nH]1)/c1ccc2c(c1)OCCO2,105,105,-9,7,-3,-4,100,-6
C=CCOc1ccc(C(=O)Nc2ccc(OCC)cc2)cc1,104,105,12,-1,1,3,110,-5
O=C1Nc2cc(C(=O)NCC3CCCO3)ccc2S/C1=C/c1ccccc1F (stereo unspecified),94,88,-6,4,-1,-11,99,-3
COc1ccc(C(=O)N2CCN(c3ccc(NC(=O)c4ccco4)cc3)CC2)cc1,99,99,6,7,-2,5,104,5
O=C(CSCc1ccc(Br)cc1)NCCc1ccccc1,110,95,4,4,2,10,104,2
CC(C)(C)N(CC#CCC(O)(c1ccccc1)C1CCCC1)CCO (stereo unspecified),97,101,-18,0,-2,5,103,-10
COc1ccc(Br)cc1/C=N/NC(=O)c1ccco1,96,106,3,0,8,14,98,2
O=C(CN(C(=O)CNC(=O)c1cccs1)c1ccccc1F)NC1CCCCC1,104,103,0,0,2,-1,106,-5
COc1ccccc1CNC(=O)COC(=O)C1=COCCO1,103,102,0,-2,1,-2,107,12
CCOC(=O)N1CCN(C(=O)CS(=O)(=O)Cc2nc(-c3cccc(OC)c3)oc2C)CC1,98,89,0,-5,1,9,99,2
CCN(CC(=O)Nc1c(F)cccc1F)C(=O)c1cnc(C)cn1,93,92,nt,1,-1,-7,96,-2
CC1CCN(S(=O)(=O)c2ccc3c(c2)CCN3C(=O)CCC(=O)O)CC1,104,97,-12,2,2,3,102,8
CCOc1ccc(/C=C/C(=O)Nc2ccc(C(N)=O)cc2)cc1OC,?,?,15,-1,-1,21,?,4
CCOC(=O)c1cccc(N2C(=O)C3C(C2=O)C2C=CC3C23CC3)c1 (stereo unspecified),101,100,13,-11,0,6,102,-1
CCCC(=O)NC(=S)Nc1ccc(N2CCOCC2)c(Cl)c1,93,86,13,-4,0,0,99,-5
Cc1cc(-c2cc(-c3ccc(Cl)cc3)nc(N)c2C#N)co1,94[may fluoresce violet],123[may fluoresce violet],-8,0,8,-10,136[may fluoresce violet],-19
Clc1ccc(CONc2ncnc3nonc23)c(Cl)c1,101,98,-4,8,1,-8,107,-1

# By substructure: the compounds so far with four or more nitrogen atoms (three)
SMILES,RPL19A-GFP yeast,LAP4 TOR yeast,EBNA-1 inhibitor,procasp3 activ,AHR activator,ZTA counter,MEP2-GFP yeast,procasp7 counter
C(=N\Nc1nc2ccccc2[nH]1)/c1ccc2c(c1)OCCO2,105,105,-9,7,-3,-4,100,-6
CCN(CC(=O)Nc1c(F)cccc1F)C(=O)c1cnc(C)cn1,93,92,nt,1,-1,-7,96,-2
Clc1ccc(CONc2ncnc3nonc23)c(Cl)c1,101,98,-4,8,1,-8,107,-1

# 3 of the compounds above, with tabs.
compound	RPL19A-GFP yeast	LAP4 TOR yeast	EBNA-1 inhibitor	procasp3 activ	AHR activator	ZTA counter	MEP2-GFP yeast	procasp7 counter
O=c1[nH]c2ccc(Br)cc2c(-c2ccccc2)c1CN1CCOCC1	102	102	6	2	3	14	106	7
Cc1ccc(S(=O)(=O)N2CC3(C)CN(S(=O)(=O)c4ccc(C)cc4)CC(C)(C2)C3)cc1	92	100	10	4	-2	4	99	-4
C(=N\Nc1nc2ccccc2[nH]1)/c1ccc2c(c1)OCCO2	105	105	-9	7	-3	-4	100	-6

# Going on with the list:
SMILES,RPL19A-GFP yeast,LAP4 TOR yeast,EBNA-1 inhibitor,procasp3 activ,AHR activator,ZTA counter,MEP2-GFP yeast,procasp7 counter
O=C(O)C1Cc2ccccc2CN1C(=O)c1ccccc1Cl (stereo unspecified),94,95,18,-1,5,1,92,11
Cc1cc(SCC(=O)N(CC(C)C)c2c(N)n(CC(C)C)c(=O)[nH]c2=O)nc2ccccc12,95,104,nt,-6,4,9,92,-3
Cc1oc2cc(Br)c(O)c(Br)c2c1-c1ccccc1,101,93,7,3,1,-1,100,0
CC(=O)c1ccc(NC(=O)C2(c3ccccc3)CCOCC2)cc1,101,100,6,0,5,1,106,9
COc1ccccc1N1CCN(C(=O)CCn2c(=O)[nH]c3ccsc3c2=O)CC1,99,95,1,5,4,9,101,3
CC1=C(C(=O)OCC2CCCO2)C(c2ccccc2)NC(=O)N1 (stereo unspecified),93,102,4,3,0,-1,103,-2
CCc1c(C)nc2cc(-c3cc(OC)cc(OC)c3)nn2c1N1CCCC1,109,89,-13,-2,6,-1,88,-11
COc1cccc(C(O)c2cnc(C(C)C)n2C)c1 (stereo unspecified),96,103,2,7,2,2,101,4
CC1CC(=O)Nc2ccccc2N1C(=O)Nc1ccc(F)cc1 (stereo unspecified),94,106,4,-1,-3,5,96,6
NC(=O)c1cc(S(=O)(=O)N2CCOCC2)ccc1N1CCCC1,103,67,-3,6,2,-4,97,-12
OC(CNCc1ccccc1)(c1ccc(F)cc1)c1ccc(F)cc1,96,100,7,10,0,17,99,0
COC(=O)c1ccc(C(=O)OC)c(NC(=O)CSc2ccccn2)c1,104,101,6,-2,0,-9,95,-2
O=C(O)C1Cc2ccccc2CN1S(=O)(=O)c1ccc(Cl)cc1 (stereo unspecified),93,105,2,-4,10,2,104,10
CN1C(=O)/C(=C/c2ccccc2OCc2cccc(F)c2)N(C)C1=S,94,103,-15,-8,50*,-3,99,-26
CN(C)c1ccc(C(=O)NCC2CCCO2)cc1 (stereo unspecified),100,101,1,8,20,-2,101,-2
O=C(CNC(=O)c1ccc(Cl)cc1Cl)OCn1nnc2ccccc2c1=O,98,106,-4,6,-1,12,100,5
C=CCn1c(Cc2csc(N)n2)nnc1SCC(=O)OCC,100,101,-6,1,2,5,102,-14
O=C(COc1ccc(-c2nnco2)cc1)N1CCOCC1,98,93,nt,1,0,nt,100,7
CC(C)CCCC(C)CCOC(=O)CN1CCCC1 (stereo unspecified),103,112,-3,0,-2,2,100,8
COc1cc(N)c(Cl)cc1C(=O)OCC(=O)N1CCc2ccccc21,93,95,nt,4,7,-10,99,-1
O=C(CCn1c2c(c3ccccc31)CCCC2)NNC(=O)c1ccc(Cl)c([N+](=O)[O-])c1,100,99,-4,0,5,2,105,1
Cc1ccc(C(C)C)c(OCC(=O)N/N=C2\CC(=O)CC(C)(C)C2)c1,102,96,12,11,7,9,100,8
CCOc1ccccc1C1C(C(=O)Nc2ccc(OC)cc2)=C(C)Nc2nc(CCCO)nn21 (stereo unspecified),97,111,6,9,2,-2,107,0
CC1CC(C)CN(C(=O)c2ccc(C#N)cc2)C1 (stereo unspecified),110,105,-6,3,-1,-2,114,10
Cc1onc(-c2ccccc2)c1C(=O)Nc1ccc(N2CCOCC2)cc1,97,98,-1,2,7,2,102,6
CC1CCCN(C(=O)C2CCN(c3nc(-c4ccccc4)nc4c3CCC4)CC2)C1 (stereo unspecified),98,99,8,2,1,16,101,11
Cn1c(SCC(=O)N2CCCc3ccccc32)nc2cccnc21,99,96,1,3,11,-3,98,7
CC1=CCC(C(=O)O)C(C(=O)Nc2ccc(-c3nc4ccc(C)cc4s3)cc2)C1 (stereo unspecified),60,114,0,-5,6,-2,620*,-4
COc1cc(NC(=O)C2CCCN2S(=O)(=O)c2ccc3c(c2)CC(C)N3C(C)=O)cc(OC)c1 (stereo unspecified),95,101,-4,2,6,-11,118,-2
COc1ccc2nc(NC(=O)c3ccc(Br)s3)sc2c1,100,102,-6,-7,12,4,93,-11
O=C(c1ccccc1Cl)N1CCCC(c2nc3c(nnn3Cc3ccccc3)c(=O)[nH]2)C1 (stereo unspecified),94,97,10,1,0,4,96,2
O=C(CO/N=C/c1ccc(OC(F)F)cc1)NC1CCCCC1,94,88,6,-2,-1,12,92,7
COc1ccc(NC(=O)Nc2cnccn2)c(OC)c1,103,102,-2,-7,2,2,105,-6
COc1ccccc1-n1c(=S)[nH]c2c(sc(=S)n2-c2ccccc2C)c1=O,94,89,-4,-9,2,2,97,-13
O=C(NCc1nnc(SCC(=O)N2CCCC2)o1)c1c(F)cccc1F,98,98,8,5,2,16,95,13
O=C(NC1CCCCC1)C(c1ccccc1F)N(Cc1ccco1)C(=O)c1ccccn1 (stereo unspecified),98,103,6,2,-1,3,98,6
O=C(Nc1ccncc1)c1cc(S(=O)(=O)N2CCCCC2)ccc1Cl,104,100,1,-13,3,-6,109,12
CCOc1cccc(NC(=O)CSc2sc3c(O)cc(=O)[nH]c3c2C#N)c1,102,94,4,-7,6,-2,103,-18
O=C(O)CN1C(=O)C2(OCCO2)c2cc(Br)ccc21,96,99,1,-3,2,-6,96,-7
OCc1nc(CO)n(Cc2ccccc2)n1,34*[may fluoresce violet],79[may fluoresce violet],-3,-2,0,-4,276*[may fluoresce violet],-2
CCN(CC)C(=O)c1cccc2nc3ccccc3nc12,99,102,-7,4,0,2,101,-2
NC(=O)c1cc([N+](=O)[O-])ccc1N1CCCCC1,nt,nt,-10,7,4,1,nt,-4
CCOC(=O)C1=C(COc2ccccc2)NC(=O)NC1c1ccc2ccccc2c1 (stereo unspecified),?,?,2,4,1,9,84[may fluoresce red],8
CCOC(=O)c1oc2c(c1C)C(=O)CCC2,100,93,-1,12,-1,0,103,5
CC(C)CCNC(=O)CN(Cc1ccccc1)C(=O)CCC(=O)Nc1nccs1,104,96,-13,2,-2,1,103,2
COc1ccc(NC(=O)/C=C/c2cccc(Br)c2)cn1,98,106,-5,2,-11,-3,106,5
COc1ccc(C)cc1S(=O)(=O)N(C)CC(=O)NCc1ccco1,102,101,6,-4,-1,-1,106,9
CC(C)CCOc1ccc(-c2c(=O)n(OCc3ccc([N+](=O)[O-])cc3)c3ccccc3[n+]2[O-])cc1,99,102,-1,-3,-6,-11,102,0
CCSc1ccccc1C(=O)Nc1cc(C)on1,100,99,-3,11,7,-9,101,9
COc1ccc(C(=O)N2CC3(CC(c4ccc(Cl)cc4)=NO3)C[C@H]2C(=O)NCC(N)=O)cc1 (stereo partly specified),100,114,-7,10,2,-7,96,-6
O=c1c2ccccc2c(-c2cccc(C(F)(F)F)c2)nn1-c1ccccc1,96,118,0,3,0,-9,105,4
Cc1cc(C(=O)NCc2cccs2)c(C)o1,98,107,3,-2,-2,17,103,-5
C/C(=N\NC(=S)Nc1c(C)cccc1C)c1ccc(OC(F)F)cc1,100,93,-7,-12,38,-2,91,-30
Cc1noc(C)c1S(=O)(=O)N1CCCCC1,101,99,0,3,-1,-13,97,6
CC(C)C[C@H](N)c1nnc(S(=O)(=O)Cc2ccc(F)cc2)o1,88,85,-9,-22,-2,-4,91,-32
CCN(CC)S(=O)(=O)c1ccc2c(c1)nc(SCn1nnc3ccccc3c1=O)n2CC,97,94,6,-10,-4,13,95,0
O=C(Nc1ccc(Cl)c(S(=O)(=O)N2CCOCC2)c1)C1=NN(c2ccccc2)C(=O)CC1,102,94,nt,0,29,nt,110,12
